Assay outcomes: PubChem BioAssay, National Center for Advancing Translational Sciences (NCATS)
Mito fusion yeast = inhibitors of mitochondrial division or activators of mitochondrial fusion. S. cerevisiae fusion-defective mutant growth rescue, CellTiterGlo 48 h. Potency, µM (titrated, usually from 46.1 µM), for the others: at the highest dose growth rescue (activation), hits mostly activators. actives 0.23% (n = 320,000). AID 485298;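 note: potency is the fitted concentration of half-maximal effect; % of control where 0% means no effect; nearly all actives have a fitted effect of over 45% in size; temperature-sensitive fusion mutants such as fzo1-1 at 37 °C on non-fermentable ethanol glycerol medium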
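Temperature-sensitive fusion-defective S. cerevisiae (e.g. fzo1-1, mgm1-5) were grown with compound in YPEG medium (3% ethanol, 3% glycerol) for 48 hours at 37C. Growth rescue was measured as viability by CellTiterGlo luminescence after 10 minutes at ambient.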
TSHR antag = antagonists of human thyroid stimulating hormone receptor; P16473; TSHR-expressing cells, TSH-stimulated cAMP HTRF, 2 h; stronger effect = lower value; activity change, negative = inhibition, % at 11.5 µM; actives 0.2% (n = 330,000); AID 504810;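 active = activity change below a set negative limit, meaning inhibition stronger than a set level, cut at about -70% in these data; inconclusive = activity change between two set negative limits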; note: % is set by controls: 0 for no effect and ±100 for the full control effect
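Antagonism was scored as loss of TSH-driven cAMP in TSHR cells, stimulated with 4nM TSH (EC80) for 2 hours at 37 deg C and detected by homogeneous HTRF competition immunoassay.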
Tb PFK block = blocks T. brucei phosphofructokinase; actives 0.17% (n = 330,000); AID 485367; T. brucei PFK, ADP-Glo luminescence; Potency, µM (series often up to 57.5 µM), for inactives: top-dose activity, negative = inhibition, most hits filed as inhibitors; O15648;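 note: potency is the fitted concentration of half-maximal effect; 0% = uninhibited 1x PFK enzyme wells and -100% = no-enzyme wells; nearly all actives have a fitted effect of over 60% in size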
Target sequence (O15648 whole entry, looked up): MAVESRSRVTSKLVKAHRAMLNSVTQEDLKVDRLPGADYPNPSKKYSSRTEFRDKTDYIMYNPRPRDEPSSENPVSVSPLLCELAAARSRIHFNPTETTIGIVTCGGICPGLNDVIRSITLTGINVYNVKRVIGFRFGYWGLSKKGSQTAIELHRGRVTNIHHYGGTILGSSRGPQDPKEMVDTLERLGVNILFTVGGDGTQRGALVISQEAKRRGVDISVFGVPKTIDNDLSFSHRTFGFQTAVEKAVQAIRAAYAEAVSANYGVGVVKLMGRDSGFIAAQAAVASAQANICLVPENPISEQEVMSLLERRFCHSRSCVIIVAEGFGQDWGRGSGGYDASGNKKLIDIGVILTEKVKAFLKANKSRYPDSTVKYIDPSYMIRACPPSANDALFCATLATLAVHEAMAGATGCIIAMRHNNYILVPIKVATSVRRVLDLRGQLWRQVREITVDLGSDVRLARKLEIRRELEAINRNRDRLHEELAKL
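PFK 1.25 nM, F6P 0.5 mM, ATP 0.1 mM, 0.1 M TEA pH 8.0, 5 mM MgCl2, 0.01% Tween20, 0.1% BSA; 45 min RT. ADP-Glo readout. qHTS titration up to 57 uM; curves fitted, compounds curve-classed.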
Eya2 phos inh = blocks the phosphatase activity of human Eya2; AID 488837; O00167; actives 0.006% (n = 330,000); Potency, µM (titrated, usually from 76.9 µM), inactives show at the top dose activity, negative = inhibition, actives largely listed as inhibitors; recombinant Eya2, OMFP fluorescence dephosphorylation (OMFP is methylfluorescein phosphate); note: potency is the fitted concentration of half-maximal effect; % is set by controls: 0 for no effect and ±100 for the full control effect
Target sequence (O00167 whole entry, looked up): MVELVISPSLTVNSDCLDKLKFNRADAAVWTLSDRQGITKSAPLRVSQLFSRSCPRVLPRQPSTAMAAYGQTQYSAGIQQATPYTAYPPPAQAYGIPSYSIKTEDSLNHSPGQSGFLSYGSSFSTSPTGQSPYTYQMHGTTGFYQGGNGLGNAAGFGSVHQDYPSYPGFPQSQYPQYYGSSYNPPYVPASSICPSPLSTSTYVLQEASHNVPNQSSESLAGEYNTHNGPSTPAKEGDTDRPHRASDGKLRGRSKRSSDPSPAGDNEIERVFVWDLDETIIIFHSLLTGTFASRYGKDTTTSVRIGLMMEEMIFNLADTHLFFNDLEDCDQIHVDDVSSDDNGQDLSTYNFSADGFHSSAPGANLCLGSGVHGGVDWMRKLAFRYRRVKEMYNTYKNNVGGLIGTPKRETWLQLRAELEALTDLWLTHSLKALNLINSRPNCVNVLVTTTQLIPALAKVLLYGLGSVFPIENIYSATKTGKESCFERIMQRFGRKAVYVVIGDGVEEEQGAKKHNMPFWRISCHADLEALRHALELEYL
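Eya2 protein (added as 0.2 uM solution) was preincubated with compound for 10 min at ambient temperature in 50 mM HEPES pH 7.5, 50 mM NaCl, 5 uM MgCl2, 0.05% BSA, 1 mM DTT. OMFP (added at 50 uM) then reacted 10 min; fluorescence read at 485/525 nm.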
TCR act = activates T cell receptor signaling; Potency, µM (highest dose often 9.22 µM), inactives show top-dose activation of IL-2 secretion, hits mostly activators; AID 504894; primary human leukocytes, anti-CD3, IL-2 HTRF, 48 h; 330,000 tested, under 10 active; note: % of control where 0% means no effect
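HTRF read-out of IL-2 secretion: europium cryptate donor excited at 320nm, d2 acceptor emission at 665nm. Cells were primary human leukocytes incubated 48 hr with compounds and a-CD3 beads, supplying TCR signal only.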
ELG1 repair inh = ELG1-dependent DNA repair inhibition | HEK293T ELG1-luciferase reporter, luminescence, 16 h; DNA damage induced by 5-fluorouridine | AID 504467 | Potency, µM (doses to about 46.1 µM), without a hit: top-dose activity change, negative = inhibition, usual class: inhibitors | actives 2.3% (n = 330,000); note: potency is the fitted concentration of half-maximal effect; % is set by controls: 0 for no effect and ±100 for the full control effect; nearly all actives have a fitted effect of over 55% in size
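5-Fluorouridine DNA damage + compound/DMSO, 2,000 cells/well, 16 h, 37 °C/5% CO2. ONE-Glo, 30 min RT, luminescence. Readout = decrease in reporter signal.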
AT treatment = candidate therapy for ataxia-telangiectasia; Potency, µM (top dose mostly 57.5 µM), for the others: at the highest dose activation, most hits filed as activators; […] A-T fibroblasts, KAP-1 phosphorylation AlphaLISA; neocarzinostatin DNA damage 30 min before lysis; actives 0.19% (n = 320,000); AID 485349; note: potency is the fitted concentration of half-maximal effect; % of control where 0% means no effect; nearly all actives have a fitted effect of over 45% in size
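ATM-like activity read as KAP-1 phosphorylation via AlphaLISA donor/acceptor antibody pairs after lysis and 6 hr at 25C. Cells were ATM-null patient fibroblasts ([…], hTERT), dosed 60 min, then exposed to the DSB inducer NCS for 30 min.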
Integrin act MD = activators of alpha7 integrin expression for muscular dystrophy | alpha7betagal myoblasts, beta-gal FDG fluorescence, 48 h | actives 0.064% (n = 350,000) | Potency, µM (doses to about 38.3 µM), without a hit: at the highest dose activation, usual class: activators;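 note: potency is the fitted concentration of half-maximal effect; 100% = response of the positive control SU9516; nearly all actives have a fitted effect of over 60% in size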
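Alpha7betagal+/- myoblasts (passage 13) were plated 16-24 hr, then exposed to compounds (1:260 dilution of DMSO stock) for 48 hours at 37C. After MPER lysis, β-galactosidase reporter activity was read as FDG fluorescence (ex 480/em 540) after 30 minutes.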
Chronic BCR inh = chronic active BCR signaling inhibition; ABC-DLBCL IkBa-CBG/CBR reporter, luminescence ratio, 4 h; Potency, µM (doses to about 46.1 µM), for inactives: top-dose ratio change, negative = lower green/red ratio, usual class: inhibitors; actives 0.05% (n = 340,000); active = well fitted inhibition curve with a large enough effect in the signal ratio, with a control signal flat, not every such curve was filed as active; inconclusive = small, poorly fitted or top-dose-only effect, or effect the other way, or a change in a side signal; the % refers to the signal ratio;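 note: potency is the fitted concentration of half-maximal effect; plate controls were basal doxycycline-induced cells for no effect and cells given 10 µM MG132 for full effect; MG132 reads +100%, hits lower the ratio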
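TMD8 ABC-DLBCL cells carrying doxycycline-inducible green luciferase fused to IkappaBalpha plus unfused red luciferase were exposed to compounds (up to 46 uM) for 4 hrs at 37C. Activity came from the overlap-corrected green/red luminescence ratio.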
ASM inhibitor = inhibitors of human secretory acid sphingomyelinase; P17405; placental ASM, HMU-PC fluorogenic substrate, 60 min; Potency, µM (top dose mostly 57.5 µM), for inactives: at the top dose activity change, negative = inhibition, actives largely listed as inhibitors; actives 0.006% (n = 340,000); AID 504937; note: potency is the fitted concentration of half-maximal effect
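Fluorogenic HMU-PC substrate (9 uM final) is turned over by placental ASM in 60 min at 37 C after a 10 min compound preincubation. Reaction ended by alkaline stop (pH 10), with fluorescence read at 386/447 nm.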
TSG101-PTAP inh = blocks PTAP/TSG101 interaction to inhibit HIV-1 budding; AID 493005; Q99816; Potency, µM (series often up to 115 µM), inactives show top-dose activity change, negative = inhibition, hits mostly inhibitors; Fluorescence polarization, FITC-PTAP peptide / Tsg101 binding; 340,000 tested, under 10 active; active = well fitted inhibition curve with a large enough effect in the main read-out, with a control signal flat, not every such curve was filed as active; inconclusive = small, poorly fitted or top-dose-only effect, or effect the other way, or a change in a side signal; inactive = no such curve, though single readings can be large or run the other way; note: potency is the fitted concentration of half-maximal effect; % of control where 0% means no effect
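Fluorescence anisotropy tracks displacement of a FITC-tagged PTAP peptide (50 nM) from the Tsg101 binding domain (10 uM), following a 20 min room-temperature incubation at pH 7.5.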
Starred values were filed as active, the others as inactive; ? = inconclusive; . = no result given; [ ] = another dose, or the depositor's remark. Unless noted, calls come from the whole dose curve; as a rule, active = well fitted curve in the direction sought with a large enough effect; inconclusive = small, poorly fitted or top-dose-only effect, or another doubt; inactive = no such curve, though single readings can be large; an effect the other way counts as inactive or inconclusive.

cpd | structure | Mito fusion yeast | TSHR antag | Tb PFK block | Eya2 phos inh | TCR act | ELG1 repair inh
1 | O=C(O)CSc1nc2sc3c(c2c(=O)n1Cc1ccccc1)CCCCC3 | -15% | -15 | -2% | -4% | 1% | ?
2 | C=CCNC(=O)NC(=O)COC(=O)CCCSc1nc2ccccc2[nH]1 | -2% | -13 | 2% | 7% | 2% | 5%
3 | Cc1ccc(/C=C2\CCn3c2nc2cc(C(=O)O)ccc2c3=O)c(C)c1 | 5% | -25 | 13% | 9% | 2% | 4%
4 | Nc1c(N(CCC2=CCCCC2)C(=O)COc2ccc(F)cc2)c(=O)[nH]c(=O)n1Cc1ccccc1 | -1% | 20 | 3% | 3% | -2% | 0%
5 | CSc1ccc(COC(=O)c2cc([N+](=O)[O-])ccc2N2CCOCC2)cc1 | 3% | 7 | 2% | -29% | 2% | -19%
6 | OCC[C@H]1C[C@@H](O)[C@H](O)[C@]2(CCc3ccccc3O2)O1 | -3% | 1 | 16% | 2% | 8% | 3%
7 | O=C(COC(=O)Cc1cccc(F)c1)NC(=O)NC1CCCCC1 | 0% | 1 | 3% | 12% | -5% | 24%
8 | CCc1cccc(C)c1NC(=S)N(CCN(C)C)C(C)c1cccnc1 (stereo not drawn) | -3% | 1 | 3% | 3% | 0% | 3%

cpd | AT treatment | Integrin act MD | Chronic BCR inh | ASM inhibitor | TSG101-PTAP inh
1 | -9% | 5% | 9% | 21% | 0%
2 | 0% | -12% | 10% | 3% | -3%
3 | -6% | -15% | 23% | -2% | -9%
4 | -2% | -69%[inhibitor] | 8% | 6% | 1%
5 | 0% | 7% | ? | -13% | 1%
6 | -2% | -6% | -4% | 1% | 0%
7 | -2% | 33% | 0% | -1% | -3%
8 | -1% | -2% | -5% | 4% | 0%

New compounds follow.
cpd | structure | Mito fusion yeast | TSHR antag | Tb PFK block | Eya2 phos inh | TCR act | ELG1 repair inh
9 | CCCN1C=CC(=C2C(=O)c3ccccc3C2=O)C=C1 | -28% | 1 | -20% | -21% | -4% | ?
10 | CCOC(=O)N1CCN(c2cc(=O)n(-c3ccccc3C)c(=O)[nH]2)CC1 | -8% | 0 | -1% | 7% | -9% | 11%
11 | COc1cc(C(=O)Nc2nnc(C(C)(C)C)s2)c([N+](=O)[O-])cc1OC | 1% | 3 | -15% | -1% | -7%[46.1 µM] | 4%
12 | COc1ccc(-c2nnc(SCC(=O)Nc3cc(C)on3)o2)cc1 | -13% | 1 | -9% | -14% | 3% | ?
13 | Cc1ccc(/C=C/c2ccc3cccc(O)c3n2)s1 | 3% | 11 | 1% | -4% | -3% | ?
14 | Nc1ccc(NC(=O)NC2CCCCC2)cc1 | -1% | -2 | 0% | -28% | 3% | ?
15 | Cc1ccc(C(=O)NC(=C(Cl)Cl)S(=O)(=O)c2ccc(Cl)cc2)cc1 | -11% | -12 | 11% | -3% | -5% | 0%
16 | CCCn1c(SCC(=O)Nc2ccc(C(=O)Nc3ccccc3OC)cc2)n[nH]c1=O | -3% | -14 | 0% | -12% | -1% | ?

cpd | AT treatment | Integrin act MD | Chronic BCR inh | ASM inhibitor | TSG101-PTAP inh
9 | -8% | -12% | ? | -22% | -2%
10 | 0% | 18% | -2% | 3% | 3%
11 | -16% | 1% | ? | 0% | -3%
12 | 6% | -1% | ? | 1% | -1%
13 | 21% | -33% | ? | 3% | 4%
14 | -5% | 25% | 14% | 1% | -11%
15 | 2% | -16% | ? | -14% | -4%
16 | 1% | 17% | -14% | -2% | -3%

More compounds:
cpd | structure | Mito fusion yeast | TSHR antag | Tb PFK block | Eya2 phos inh | TCR act | ELG1 repair inh
17 | COc1ccc(NC(=O)Cn2cc(C(=O)c3ccncc3)c(=O)c3cc(C)ccc32)cc1Cl | 2% | 12 | -1% | -17% | . | .
18 | O=C(CN(C(=O)c1nsc(Cl)c1Cl)c1ccc(F)cc1)NC1CCCC1 | -2% | -17 | -2% | -8% | -2% | -3%
19 | CSc1nc(C)c(C(=O)Nc2ccccc2)c(-c2ccco2)c1C#N | 6% | -6 | -5% | 5% | -1% | -11%
20 | O=C(Nc1ccc(F)cc1)N1CCN(CCc2ccccc2)CC1 | 9% | -6 | -7% | -3% | 0% | -3%
21 | COc1ccc(CCNC(=O)CCc2cn(C)c3ccccc23)c(OC)c1OC | -11% | -6 | -4% | 3% | 0% | -1%
22 | O=C(c1ccco1)N1CCN(C(=S)NC2CC3CCC2C3)CC1 (stereo not drawn) | -3% | -6 | -1% | -8% | 3% | 7%
23 | CN1OC(CC(=O)O)N(c2ccc(Cl)cc2)C1=O (stereo not drawn) | 2% | -3 | -5% | 15% | 0% | 10%
24 | COC(=O)C1=NNC(C(=O)c2ccco2)C1c1ccc(OC)cc1 (stereo not drawn) | -6% | 3 | -3% | 14% | 6% | -13%

cpd | AT treatment | Integrin act MD | Chronic BCR inh | ASM inhibitor | TSG101-PTAP inh
17 | 28µM* | . | 23% | . | .
18 | 6% | 4% | -10% | -13% | -2%
19 | 7% | 14% | 3% | -2% | -8%
20 | -4% | -5% | 0% | 2% | -3%
21 | -8% | 38% | 1% | -3% | -7%
22 | -5% | 19% | ? | 1% | 0%
23 | -3% | 13% | ? | 4% | -2%
24 | 1% | 18% | 0% | 2% | 0%

(list continues)
cpd | structure | Mito fusion yeast | TSHR antag | Tb PFK block | Eya2 phos inh | TCR act | ELG1 repair inh
25 | O=C(COC(=O)[C@H](Cc1ccccc1)NC(=O)c1ccco1)Nc1ccccc1 | . | . | 0% | 8% | . | 24%
26 | O=C(O)C1CC=CCC1C(=O)NCCCN1CCCC1=O (stereo not drawn) | 0% | -4 | -4% | 7% | -7% | -6%
27 | O=C(CSc1nncs1)NC(=O)NC1CCCC1 | 4% | -4 | -7% | 8% | -1% | -15%
28 | COc1ccc(-c2noc(CN(C)Cc3ccc(C)o3)n2)cc1 | 8% | -10 | -4% | -4% | 2% | ?
29 | CCc1ccc(CN2CCC(N3CCC(C(=O)N4CCCC4)CC3)CC2)o1 | 11% | -16 | 2% | 11% | -1% | -1%
30 | CCc1nnc(NC(=O)CN2C(=O)/C(=C/c3cc(OC)c(OC)c(OC)c3)SC2=S)s1 | 22% | -6 | 1% | 8% | 11%[46.1 µM] | 9%
31 | COc1cccc(C(=O)Cn2c(N3CCCCC3)nc3c2c(=O)n(C)c(=O)n3C)c1 | 2% | -12 | 3% | -2% | . | -1%
32 | CCCCOC(=O)Nc1nc(C)c(C(=O)OCC)s1 | -3% | -6 | 3% | -6% | 1% | ?

cpd | AT treatment | Integrin act MD | Chronic BCR inh | ASM inhibitor | TSG101-PTAP inh
25 | -7% | -18% | -1% | 3% | 1%
26 | 3% | 21% | -1% | 1% | -6%
27 | 4% | 19% | 13% | -4% | -1%
28 | 0% | -10% | -2% | -1% | 1%
29 | 4% | 0% | -3% | 0% | -7%
30 | -4% | -13% | 0% | -23% | 0%
31 | -1% | -27%[7.66 µM] | 1% | -4% | -4%
32 | 20% | 7% | ? | -2% | -2%
